Polio RdRp inh = poliovirus RNA polymerase inhibition; AID 588519; poliovirus polymerase elongation, fluorescence polarization; stronger effect = lower value; % elongation, % (compound at 16.7 µg/mL); actives 0.66% (n = 150,000); in the data active = % elongation below about 90%; also: some results filed as inactive read as strong as hits
Target sequence (P03300 1749-2209 limits assumed): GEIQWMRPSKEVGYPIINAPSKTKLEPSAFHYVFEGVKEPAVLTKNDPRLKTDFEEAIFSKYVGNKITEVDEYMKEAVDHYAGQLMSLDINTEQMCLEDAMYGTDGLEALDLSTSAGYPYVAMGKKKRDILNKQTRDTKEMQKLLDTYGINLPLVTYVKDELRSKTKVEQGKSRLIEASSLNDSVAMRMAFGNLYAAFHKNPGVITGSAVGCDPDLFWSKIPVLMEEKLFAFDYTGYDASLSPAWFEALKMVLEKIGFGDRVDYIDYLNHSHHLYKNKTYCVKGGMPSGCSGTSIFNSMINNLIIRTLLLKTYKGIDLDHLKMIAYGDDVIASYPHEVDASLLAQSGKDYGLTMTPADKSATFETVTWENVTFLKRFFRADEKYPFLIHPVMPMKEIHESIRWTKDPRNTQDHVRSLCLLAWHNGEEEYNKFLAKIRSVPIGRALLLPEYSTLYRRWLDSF
Polio RdRp inh FP z-score = further read-out of Polio RdRp inh, marked with its call; z-score; measured here: FP z-score; hits read low
* hit, by the source's call; & = joins results of further samples.

SMILES | Polio RdRp inh | Polio RdRp inh FP z-score
CC(NCc1ccc(F)cc1)C12CC3CC(CC(C3)C1)C2 (stereo unspecified) | 102 | 0.3
CCOC(=O)c1c(C)[nH]c(C)c1S(=O)(=O)N(C)CC(=O)N1CCN(c2ccc(Cl)cc2)CC1 | 111 | 0.3
CCc1ccc(-c2nc(CN3CCCC(C(=O)NCc4ccccc4Cl)C3)c(C)o2)cc1 (stereo unspecified) | 108 | 0.3
COc1ccc(C=Nc2ccc(C(C)(C)C)cc2)cc1 | 105 | 0.4
C=CCn1c(C)c2cc(Cl)c(Cl)cc2[n+]1C | 102 | 0
Cc1cccc(-c2noc(-c3ccccc3OCC(=O)Nc3ccccc3[N+](=O)[O-])n2)c1 | 108 | 0
COc1cccc(-c2cc(C(=O)NCCc3ccccc3)[nH]n2)c1 | 106 | 1.7
Cc1cccc2nc(-c3ccc(N(C)C)cc3)c(NCCC(C)C)n12 | 100 | -0.5
COc1ccc(CNC(=O)CN(c2cc(C(F)(F)F)ccc2Cl)S(C)(=O)=O)cc1 | 101 | -1.1
CCC1Oc2ccccc2N(CC(=O)NCc2cc(OC)ccc2OC)C1=O (stereo unspecified) | 115 | 1.1
Cc1nn(-c2ccccc2)c2c1C(c1cccnc1)C1=C(CC(C)(C)CC1=O)N2 (stereo unspecified) | 100 | -0.7
Cc1cccc(N2CCN(C(=O)c3cccc(-n4c(C)nc5cccnc54)c3)CC2C)c1 (stereo unspecified) | 111 | 0.6
CCS(=O)(=O)N1CCc2cc(C(=O)N3CCN(c4ccc(OC)cc4)CC3)ccc21 | 104 | -0.8
O=C(CN1CCN(c2ncnc3sc(-c4ccccc4)cc23)CC1)N1CCCC1 | 107 | 0.5
Cc1cccc(N2CCN(S(=O)(=O)c3ccc(-c4cc(C(F)(F)F)on4)s3)CC2)c1C | 103 | -0.7
Cc1ccc(CSc2n[nH]c(-c3ccccc3O)n2)cc1 | 101 | -0.3
COc1ccc(NC(=O)c2oc3ccc(S(=O)(=O)N(C)C4CCCCC4)cc3c2C)cc1 | 117 | 1.7
Cn1c(/C(C#N)=C/c2ccccc2Br)nc2ccccc21 | 100 | -0.5
CSc1ccc(C=C2C(=O)OC3(CCCCC3)OC2=O)cc1 | 103 | 0.4
COc1ccc(CNC(=O)CSc2nc(C)cc(=O)[nH]2)cc1 | 104 | 0.3
CC1=CCC(C(=O)O)C(C(=O)NC2CCCCC2)C1 (stereo unspecified) | 99 | -0.4
Cc1noc(C)c1C(=O)n1cc2c(n1)-c1cc(F)ccc1SC2 | 104 | 0.2
Cc1c(C)n(CC(O)CNCc2ccccc2)c2ccccc12 (stereo unspecified) | 100 | -0.1
COc1cc(NC(=O)CC2C(=O)N(c3cccc(C)c3)C(=O)N2Cc2ccc(F)cc2)cc(OC)c1 (stereo unspecified) | 110 | 0.7
Cc1cc(C)n(-c2nnc3c(n2)[nH]c2ccccc23)n1 | 101 | -0.3
CCN1C(=S)SC(=O)C1=C1C=C(C)OC(C)=C1 | 96 | -0.6
C#CCOC(=O)Nc1c(-c2ccccc2)noc1C | 103 | 0.3
CCOc1ccc(OCC)c(NS(=O)(=O)c2ccc3c(c2)CCN3C(=O)C2CCC2)c1 | 113 | 1.2
CC1CC(C)(C)NC(=S)N1CC(=O)N1CCN(Cc2ccccc2)CC1 (stereo unspecified) | 100 | -0.4
O=C(CSCCCn1c(=O)[nH]c2ccccc21)N1CCc2ccccc21 | 101 | -0.4

Fetched by compound from the list above:
SMILES | Polio RdRp inh | Polio RdRp inh FP z-score
CCN1C(=S)SC(=O)C1=C1C=C(C)OC(C)=C1 | 96 | -0.6
O=C(CSCCCn1c(=O)[nH]c2ccccc21)N1CCc2ccccc21 | 101 | -0.4
Cc1c(C)n(CC(O)CNCc2ccccc2)c2ccccc12 (stereo unspecified) | 100 | -0.1
C#CCOC(=O)Nc1c(-c2ccccc2)noc1C | 103 | 0.3
Cc1cc(C)n(-c2nnc3c(n2)[nH]c2ccccc23)n1 | 101 | -0.3
CC1=CCC(C(=O)O)C(C(=O)NC2CCCCC2)C1 (stereo unspecified) | 99 | -0.4
CC1CC(C)(C)NC(=S)N1CC(=O)N1CCN(Cc2ccccc2)CC1 (stereo unspecified) | 100 | -0.4

Of the compounds above, these have two or more sulfur atoms.
SMILES | Polio RdRp inh | Polio RdRp inh FP z-score
Cc1cccc(N2CCN(S(=O)(=O)c3ccc(-c4cc(C(F)(F)F)on4)s3)CC2)c1C | 103 | -0.7
CCN1C(=S)SC(=O)C1=C1C=C(C)OC(C)=C1 | 96 | -0.6

(cont.)
SMILES | Polio RdRp inh | Polio RdRp inh FP z-score
O=C(CN1CCN(Cc2ccc3c(c2)OCO3)CC1)N1c2ccccc2CCc2ccccc21 | 98 | -1.2
O=C1CC(CSc2nccc(-c3cccnc3)n2)=NN1c1ccc(Cl)cc1 | 107 | 0.7
CCN(c1ccc(NC(=O)CN(C)Cc2ccccc2)cc1)C(C)C | 102 | 0.1
Cc1noc(C)c1COC(=O)[C@@H](NC(=O)Cc1cccc2ccccc12)C(C)C | 105 | -0.1
CCc1cccc(C)c1NC(=O)c1cc(S(=O)(=O)N2CCOCC2)cn1C | 110 | 0.7
CC(C)c1ccc(NC(=O)c2coc(=O)c3ccccc23)cc1 | 103 | 0.3
S=c1[nH]nc(Nc2ccccc2)s1 | 103 | 0.1
CCOC(=O)c1cc(S(=O)(=O)NC2CCCc3ccccc32)cn1C (stereo unspecified) | 100 | -0.7
N#Cc1cc2c(nc1SCC(=O)Nc1ccc(S(=O)(=O)Nc3ncccn3)cc1)CCC2 | 98 | -1.1
Fc1ccccc1Nc1nn(CN2CCCC2)c(=S)s1 | 96 | -1
O=c1[nH]c(N2CCc3ccccc32)nc2c1CCCC2 | 99 | -0.5
Cc1ccccc1-c1nc(CS(=O)CC(=O)N2CCC3(CC2)OCCO3)c(C)o1 (stereo unspecified) | 103 | 0.4
CCOC(=O)C1(Cc2ccc(O)cc2)NC(c2ccco2)C2C(=O)N(c3ccccc3F)C(=O)C21 (stereo unspecified) | 102 | 0.2
Cc1ccccc1C(=O)N1CCC(C(=O)N2C(=O)c3cccc(N)c3C2=O)CC1 | 100 | -0.2
O=C(c1ccc2c(=O)n3c(nc2c1)CCC3)N(Cc1ccco1)Cc1cccs1 | 101 | -0.1
CCC(=O)NCCc1csc2nc(-c3ccc(Cl)cc3)nn12 | 101 | -0.6
CC1CCCCC1NS(=O)(=O)c1cc(F)ccc1CN1C(=O)c2cccnc2C1=O (stereo unspecified) | 104 | 0.9
N#Cc1cnn(-c2nc(-c3ccc(Br)s3)cs2)c1N | 107 | 0.5
CC1(C)CC2=NN(c3ccccc3)P(=O)(Nc3ccccc3)C2=C(N2CCOCC2)C1 (stereo unspecified) | 99 | -0.1
O=C(CCN1N=C(c2ccccc2)CCC1=O)NCc1ccccc1Cl | 102 | 0.4
COc1ccc(OC)c(NC(=S)N(CCc2c(C)[nH]c3ccc(F)cc23)Cc2ccco2)c1 | 103 | 0.7
COC(=O)CN1C(=O)Nc2ccc(Cl)cc2C1c1ccccc1 (stereo unspecified) | 101 | -0.1
CC(OC(=O)c1ccc(S(=O)(=O)N2CCCc3ccccc32)cc1)C(=O)NCc1ccco1 (stereo unspecified) | 100 | -0.4
Cc1cc(C)n2c(Nc3ccccc3C)c(-c3cccs3)nc2n1 | 112 | -0.1
CN1N=C(c2ccc3c(c2)OCCO3)CCC1=O | 100 | -0.3
COC(=O)c1cc(-c2ccc(Cl)cc2)nc2ccccc12 | 100 | -0.5
CCCCOC(=O)c1ccc(OC(=O)c2sc3ncn(Cc4ccccc4Cl)c(=O)c3c2C)cc1 | 103 | -0.1
CN1C(=O)c2ccccc2C(C(=O)N2CCC3(CC2)OCCO3)C1c1cccs1 (stereo unspecified) | 103 | 0.7
CNS(=O)(=O)c1cn(CC(=O)Nc2cccc(C(F)(F)F)c2)cc1S(=O)(=O)NC | 107 | 0.3
COc1ccc(S(=O)(=O)NCCc2sc(C)nc2C)cc1 | 96 | -2.7
c1ccc2c(CN3CCCCC3)c[nH]c2c1 | 102 | 0
CCCNC(=O)Nc1cn(CC(C)C)c(=O)c2ccccc12 | 16* | -17*
COC(=O)c1ccc(N2CCN(Cc3ccccc3)CC2)c(N)c1 | 102 | 0.1
N#Cc1c(-c2ccccc2)nc(N2CCCC2)[nH]c1=O | 101 | 0.1
O=S(=O)(/C=C/c1ccccc1)N1CCN(c2ncnc3sccc23)CC1 | 113 | 0.9
O=c1[nH]cnc2[nH]ncc12 | 101 | 0.4
Cc1cc(Br)c2c(c1)/C(=C1/SC(=S)N(N)C1=O)C(=O)N2C | 99 | -0.1
CCN(CC)CCN(C(=O)c1ccco1)c1nc2c(C)cccc2s1 | 105 | -0.3
Cc1cc(C)n(CN2CCN(C(=O)c3cccs3)CC2)c(=S)c1C#N | 100 | -0.3
CCCCC[C@H](O)/C=C/C1=C(C/C=C\CCCC(=O)O)C(=O)CC1 | 101&100 | 0.1&-0.1
O=C(c1ccco1)N1CCN(C(=O)c2cccc3c2C(=O)N(C2CCCCC2)C3)CC1 | 102 | -0.1
CC(=O)Nc1ccc(S(=O)(=O)NCCC(=O)N2CCN(c3cccc(C(F)(F)F)c3)CC2)cc1 | 101 | -0.1
O=C(CNCCN1CCOCC1)N1CCc2ccccc2C1 | 98 | -0.6
O=C(O)CSCCn1cccn1 | 102 | 0
O=C(C1CC1)N1CCc2cc(Br)cc(S(=O)(=O)N3CCN(c4ccccc4)CC3)c21 | 108 | 1
Cc1cccc(-n2cnc3cc(C(=O)NCC4CCCO4)ccc32)c1 (stereo unspecified) | 101 | -0.4
COc1ccc(N=C2C(=O)Nc3ccccc32)cc1 | 101 | -0.4
CC1CCCCN1C(=O)CC(=O)N1CCCCC1C (stereo unspecified) | 100 | -0.2
CC(C)(CC(=O)O)CC(=O)Nc1ccc(Cl)cc1Cl | 101 | -0.2
CCOC(=O)c1cccc(NC(=O)c2cc(S(=O)(=O)N3CCCC(C)C3)cn2C)c1 (stereo unspecified) | 110 | 0.9

(next part)
SMILES | Polio RdRp inh | Polio RdRp inh FP z-score
Cc1cccc2cc(CNCc3ccco3)c(=O)[nH]c12 | 99 | -0.8
CCOc1ccc(CN(CCc2ccc3c(c2)OCO3)Cc2cccnc2)cc1 | 100 | -0.4
CCOc1ccc(CCNc2nnc3c4ccccc4n(CC)c3n2)cc1 | 101 | -0.2
Cc1cc(C)n(-c2nc3ccccc3nc2Nc2ccc(C(C)C)cc2)n1 | 105 | 0
CCOC(=O)c1cnn(C(=O)c2ccccc2Cl)c1N | 100 | -0.1
CC1Cc2ccccc2N1C(=O)Cn1c(=O)oc2cc(S(=O)(=O)N3CCCC3)ccc21 (stereo unspecified) | 103 | 0.3
CCOc1ccccc1C(=O)Nc1nnc(COC)s1 | 101 | -0.8
CCOC(=O)N1CCN(Cn2nc(COc3ccc(C4CCCCC4)cc3)n(C)c2=S)CC1 | 99 | -0.2
O=C(O)CC(NC(=O)C12CC3CC(CC(C3)C1)C2)c1ccc(Cl)cc1 (stereo unspecified) | 104 | 0.1
Nc1cccc(C(=O)Nc2cccc(C(F)(F)F)c2)c1 | 102 | 0.1
Cc1ccc(CN2C(=O)N/C(=C/c3ccc4c(c3)n(C)c(=O)n4C)C2=O)cc1 | 100 | -0.4
COc1ccc(N=C(CCCN2C(=O)c3ccccc3C2=O)C2=C(O)CC(C)(C)CC2=O)cc1 | 102 | 0
N#Cc1cc(C#N)c(SCC(N)=O)nc1N | 104 | 0.9
CCCCCn1c(=O)[nH]c2cc(C(=O)NCCCC)ccc2c1=O | 101 | 0.2
Cn1c(=O)[nH]c(=O)c2c(C(F)(F)F)cc(-c3ccco3)nc21 | 104 | 0.2
O=C(CSc1nccn1Cc1ccc(F)cc1)Nc1ccc2c(c1)OCO2 | 104 | -0.8
Cc1ccccc1CNCCCSc1nnnn1-c1ccccc1 | 107 | 0.2
COc1ccc(NS(=O)(=O)c2ccc(-c3cnc(C4CC4)o3)cc2)cc1Cl | 118 | 2.7
NCCCc1nc2cc3ccccc3cc2[nH]1 | 104 | 0.7
NC(=O)C1CCN(C(=O)N2c3ccccc3Sc3ccccc32)CC1 | 104 | 0.2
NNC(=O)c1cc(COc2cc(Cl)cc(Cl)c2)on1 | 106 | 1.1
COc1ccc(Cl)cc1NC(=O)Cn1cc(C(=O)c2ccc(C)cc2)c(=O)c2ccc(C)nc21 | 110 | 0.4
CCc1ccc(NCc2cn(-c3ccccc3)nc2-c2cccs2)cc1 | 100 | -1.8
O=C(COc1ncnc2sccc12)c1ccc(Cl)s1 | 105 | 0.3
CCOc1ccc(-n2nc3ccc(NC(=O)c4ccc(C)cc4C)cc3n2)cc1 | 107 | 0.9
Cc1cc(C(=O)COC(=O)Cc2coc3cc(O)ccc23)c(C)n1C | 103 | 0.2
Cc1ccc(C(C)C)c(OCC(=O)Nc2cccc(NC(=O)c3ccco3)c2)c1 | 104 | 0.2
Cc1ccc(-n2nc(C)c3c(C)cc(C(=O)NCc4ccc(CN5CCOCC5)o4)nc32)cc1 | 101 | -0.2
COc1cccc(NC(=O)CSc2nnc(N)s2)c1 | 101 | -0.3
Cc1nc(S(=O)(=O)NCc2ccc(-c3cccs3)cc2)cn1C | 102 | 0.1
O=C(CC(NCc1ccccc1)C(=O)O)c1ccc(C2CCCCC2)cc1 (stereo unspecified) | 102 | -0.2
Cc1nc2nc(NC(=O)CC(C)C)[nH]n2c(=O)c1Cc1ccccc1 | 103 | -0.7
Cc1c(C(=O)N(C)Cc2ccccc2)sc2nc(-c3ccc(F)cc3)cn12 | 112 | 1.1
O=S(=O)(Cc1ccccc1Cl)N1CCOCC1 | 104 | 1
CCCc1nc2ccccc2n1CC(=O)Nc1sc(C(=O)N(C)C)c(C)c1C(=O)OCC | 107 | 0.5
CCC1=Nc2cc(C(=O)NC(C)c3ccccc3)ccc2Sc2ccc(Cl)cc21 (stereo unspecified) | 113 | 0.2
CC(C)Cc1ccc2c(N)c(C(=O)c3ccccc3)sc2n1 | 131 | 2.9
N#CCCn1cc(CNCCOc2ccccc2)c2ccccc21 | 96 | -0.8
CCCCC(=O)OCc1cc(=O)n2nc(C3CC3)sc2n1 | 103 | -0.6
Cc1ccc(Cl)cc1N1CCN(C(=O)c2cn(C)c3ccc(S(=O)(=O)N(C)C4CCCCC4)cc3c2=O)CC1 | 107 | 0.5
Cc1cccc(NC(=O)Nc2cccc(C(F)(F)F)c2)n1 | 103 | 0.6

Compound activity as filed in PubChem.

Only part of the results is shown; count on the stated rates, not on these rows.
